# Screening data from PubChem.
# ALOX12 inh: ALOX12 (human) lipoxygenase inhibition. purified 12hLO, xylenol orange hydroperoxide absorbance. Potency, µM (doses to about 108 µM), for inactives: at the highest dose activity change, negative = inhibition, hits mostly inhibitors. 580,000 compounds, 1.1% hits. AID 1671190; note: % is set by controls: 0 for no effect and ±100 for the full control effect
#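 Purified human 12hLO (150 nM final) in 25 mM Hepes, 0.01% Triton X-100, pH 7.0 was preincubated 15 min at room temperature with compound. Then 40 uM arachidonic acid was added, 30 min. Hydroperoxide was read by Fe-XO absorbance ratio 573/405 nm.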
# GLS inh: blocks human kidney-isoform glutaminase activity; O94925; GLS enzymatic activity, qHTS titration; Potency, µM (doses to about 45.5 µM), inactives show at the top dose activity change, negative = inhibition, most hits filed as inhibitors; 410,000 compounds, 0.21% hits; AID 624170; note: % is set by controls: 0 for no effect and ±100 for the full control effect
#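 Two-point fluorescence kinetic (t0, 30 min RT) for hKGA; glutamate detected via glutamate oxidase–HRP–Amplex Red. Substrate: 1 mM L-glutamine solution; buffer 45 mM KH2PO4, pH 8.2.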
# JMJD2A Tudor inh: JMJD2A Tudor domain (human) inhibition. O75164. AlphaScreen JMJD2A-Tudor / H3K4me3 peptide binding. Potency, µM (top dose mostly 114 µM), inactives show at the top dose activity change, negative = inhibition, hits mostly inhibitors. 390,000 compounds, 4.4% hits; note: % is set by controls: 0 for no effect and ±100 for the full control effect; nearly all actives have a fitted effect of over 50% in size
# Target sequence (O75164 whole entry, looked up, the tested form may be a part): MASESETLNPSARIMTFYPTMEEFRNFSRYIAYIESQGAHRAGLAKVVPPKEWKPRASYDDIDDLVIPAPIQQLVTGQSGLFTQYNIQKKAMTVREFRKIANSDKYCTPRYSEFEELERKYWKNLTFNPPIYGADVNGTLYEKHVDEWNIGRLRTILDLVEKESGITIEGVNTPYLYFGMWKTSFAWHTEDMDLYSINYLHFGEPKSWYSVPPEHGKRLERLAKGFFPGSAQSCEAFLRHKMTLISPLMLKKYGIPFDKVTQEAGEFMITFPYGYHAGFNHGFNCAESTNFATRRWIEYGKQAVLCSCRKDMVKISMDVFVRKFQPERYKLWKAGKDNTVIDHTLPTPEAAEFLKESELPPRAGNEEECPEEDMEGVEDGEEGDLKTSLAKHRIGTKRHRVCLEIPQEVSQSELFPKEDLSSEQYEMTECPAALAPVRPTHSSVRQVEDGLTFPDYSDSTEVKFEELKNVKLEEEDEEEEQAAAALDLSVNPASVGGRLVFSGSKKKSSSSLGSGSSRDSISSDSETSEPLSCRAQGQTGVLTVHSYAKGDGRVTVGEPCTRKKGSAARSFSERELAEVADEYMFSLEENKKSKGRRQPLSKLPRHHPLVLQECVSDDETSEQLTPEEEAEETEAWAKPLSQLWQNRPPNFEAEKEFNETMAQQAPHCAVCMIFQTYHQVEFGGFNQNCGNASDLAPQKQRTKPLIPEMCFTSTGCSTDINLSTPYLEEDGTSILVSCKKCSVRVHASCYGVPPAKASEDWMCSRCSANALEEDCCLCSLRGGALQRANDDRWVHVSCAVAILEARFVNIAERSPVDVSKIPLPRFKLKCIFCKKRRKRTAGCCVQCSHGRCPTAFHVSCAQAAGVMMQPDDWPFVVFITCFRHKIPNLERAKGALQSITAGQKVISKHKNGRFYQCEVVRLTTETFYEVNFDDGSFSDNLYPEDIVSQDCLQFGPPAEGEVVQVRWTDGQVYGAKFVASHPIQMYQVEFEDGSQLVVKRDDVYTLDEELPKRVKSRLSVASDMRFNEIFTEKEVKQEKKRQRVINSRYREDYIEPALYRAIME
# RGS4 inh: inhibitors of human regulator of G protein signaling 4 | 390,000 compounds, 0.039% hits | P49798 | AID 504845 | Transcreener GDP fluorescence polarization, RGS4-accelerated GTP hydrolysis | Potency, µM (doses to about 114 µM), without a hit: top-dose activity change, negative = inhibition, usual class: inhibitors; note: % is set by controls: 0 for no effect and ±100 for the full control effect; nearly all actives have a fitted effect of over 75% in size; some results filed as inactive show a strong effect at the top dose
#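 MLSMR compounds (23 nl, pin-transferred) preincubated 10 min at room temperature with a 500nM (2x) first reagent, then RGS4 at 900nM (2x) plus Transcreener GDP mix added; fluorescence polarization (620/688 nm) read before and after 90 min at 30 °C.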
# PGK inhibitor: T. brucei PGK inhibition. PGK/GAPDH coupled, Kinase-Glo luminescence, 60 min. 380,000 compounds, 0.043% hits. AID 602233. Potency, µM (series often up to 57.5 µM), for inactives: at the highest dose activity change, negative = inhibition, actives largely listed as inhibitors; note: % is set by controls: 0 for no effect and ±100 for the full control effect; nearly all actives have a fitted effect of over 60% in size
#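 Recombinant glycosomal PGK reaction used 1,3-bisphosphoglycerate generated in-well by GAPDH (100nM final) in 100mM TEA pH 7.6, 5mM MgCl2, 0.01% Tween-20. After 60 minutes at room temperature, ATP was read by Kinase-Glo Plus luminescence end-point.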
# ERG-DNA inh: blocks human ERG Ets domain binding to DNA; P11308; fluorescence polarization, His-ERG Ets domain / labelled DNA; Potency, µM (doses to about 76.9 µM), for the others: at the top dose FP activity, negative = inhibition, most hits filed as inhibitors; 370,000 compounds, 0.028% hits; AID 624246; active = well fitted inhibition curve with a large enough effect in the polarisation, with a control signal flat; inconclusive = small, poorly fitted or top-dose-only effect, or effect the other way, or a change in a side signal; inactive = no such curve, though single readings can be large or run the other way; the % refers to the polarisation;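 note: polarization taken with two DNA probes labelled with fluorescein and Texas red; % of control where 0% means no effect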
#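 His-tagged ERG Ets domain (1 uM in the protein solution; 300mM KCl, 50mM Tris-HCl, 1mM EDTA, 1mM DTT, pH 7.5) received compound, then a probe mix of 5 nM fluorescein-DNA and 100nM Texas-615-DNA. Fluorescence polarization was read for both dyes.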
# Pin1 inhibitor: inhibitors of human Pin1 | AID 504891 | Pin1 FP peptide displacement, HiFluor488, 10 min | Potency, µM (series often up to 115 µM), inactives show at the highest dose activity, negative = inhibition, usual class: inhibitors | 390,000 compounds, 0.009% hits; active = well fitted inhibition curve with a large enough effect in the polarisation, with a control signal flat, not every such curve was filed as active; inconclusive = small, poorly fitted or top-dose-only effect, or effect the other way, or a change in a side signal; inactive = no such curve, though single readings can be large or run the other way; the % refers to the polarisation; note: % is set by controls: 0 for no effect and ±100 for the full control effect
# HP1b chromo inh: HP1-beta chromodomain-methylated histone interaction inhibition; P83916; AlphaScreen HP1-beta / biotin-H3K9me3 peptide binding; Potency, µM (series often up to 114 µM), for the others: at the highest dose activity change, negative = inhibition, usual class: inhibitors; 390,000 compounds, 0.56% hits; note: nearly all actives have a fitted effect of over 70% in size; inactives centre near 23
#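 Compound inhibition of the preformed complex between 50 nM HP1-beta and 50 nM biotinylated H3K9me3 peptide was read by AlphaScreen. Buffer was PBS pH 7.4 with 0.01% Tween-20. Incubations ran 30 min at room temperature, with 10 ug/mL donor/acceptor beads.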
# TrxR1 inh: rat TrxR1 inhibition; recombinant rTrxR1, NADPH fluorescence consumption, selenite substrate; Potency, µM (highest dose often 114 µM), for the others: at the top dose activity change, negative = inhibition, most hits filed as inhibitors; 390,000 compounds, 1% hits; AID 588453; note: % is set by controls: 0 for no effect and ±100 for the full control effect; nearly all actives have a fitted effect of over 65% in size
#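 Rat TrxR1 (90 nM in the dispensed reagent) was pre-reduced with 400 uM NADPH for 5 min at room temperature, then incubated with compound for 15 min. After 400 uM selenite was added, NADPH fluorescence (Ex 340/Em 450 nm) was followed for 8 min.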
# * = called active by the depositor; ? = inconclusive; / = not tested or not shown; [ ] = remark or other dose. Unless noted, calls come from the whole dose curve; as a rule, active = well fitted curve in the direction sought with a large enough effect; inconclusive = small, poorly fitted or top-dose-only effect, or another doubt; inactive = no such curve, though single readings can be large; an effect the other way counts as inactive or inconclusive. Potency is the fitted concentration of half-maximal effect. A portion of the library. The share of hits here may be higher or lower than overall.
SMILES,ALOX12 inh,GLS inh,JMJD2A Tudor inh,RGS4 inh,PGK inhibitor,ERG-DNA inh,Pin1 inhibitor,HP1b chromo inh,TrxR1 inh
COc1cccc2oc(-c3ccco3)cc(=O)c12,?,-11%,-8%,?,-18%,4%,1%,41%[activator],?
COc1ccccc1S(=O)(=O)Cc1ccc(C(=O)NCc2ccco2)o1,2%,2%,-19%,3%[11.4 µM],-1%,-8%,0%,32%,1%
Cc1ccc(-c2[nH]nc3c2C(c2cccnc2)C(C#N)=C(N)O3)cc1 (stereo unspecified),-3%,8%,-11%,-8%,1%,3%,1%,8%,1%
Cc1ccc(/C=C/c2ccc(=O)n(Cc3ccc(Cl)cc3Cl)n2)cc1,0%,1%,4%,4%,-5%,-4%,-11%,21%,21%[57.1 µM]
CN1C(=O)c2ccc(C(=O)Nc3ccc4c(c3)OCO4)cc2C1=O,-4%,6%,1%,11%,-5%,5%,-4%,43%[activator],16%
CC[C@@H](C(=O)[C@@H](C)[C@@H](O)[C@H](C)CCc1ccc(C)c(O)c1C(=O)O)[C@H]1O[C@](CC)([C@H]2CC[C@](O)(CC)[C@H](C)O2)C[C@@H]1C,-8%,-9%,-23%,-21%,-7%,5%,-18%,7%,-4%
CCOC(=O)/C(C#N)=C1/CCCCCN1C,?,8%,8%,13%,-4%,-2%,0%,21%,9%[57.1 µM]
CCOC(=O)[C@H]1[C@H]2COc3cc(OC)ccc3[C@@H]2N2C(=O)N(c3ccc(Br)cc3)C(=O)[C@@]12C,/,-1%,-30%,-4%,-7%,8%,2%,9%,29%
O=C(c1cc(Cl)nc2ccccc12)N(Cc1nnc(-c2ccccc2Cl)o1)C1CC1,3%,2%,-10%,-3%,-6%,7%,17%,9%,-6%
O=C(C1=C[C@H](c2ccccc2)C[C@H](OCCCCO)O1)N1CCN(Cc2ccccc2)CC1,0%,-4%,-13%,-3%,14%,5%,0%,42%,-19%
O=C(Nc1cc(Cl)cc(Cl)c1)N1CCCN(Cc2ccccc2)CC1,?,1%,-9%,12%,-5%,6%,5%,10%,4%[57.1 µM]
Cc1cccc(C)c1-n1c(=O)n(Cc2ccccc2)c(=O)c2[nH]cnc21,0%,-8%,-8%,-28%,-4%,7%,-10%,19%,31%[57.1 µM]
CC1CCCN(CC(=O)Nc2ccc(S(=O)(=O)NC3CCCCC3)cc2)C1 (stereo unspecified),-6%[57.4 µM],3%,-15%,2%,/,-3%,?,14%,8%
O=C(CSc1ccccn1)Nc1nonc1[N+](=O)[O-],-5%,1%,2%,-10%,1%,0%,0%,30%,22%
N#C/C(=C(/O)CN1CCN(c2ccccc2F)CC1)c1nc(-c2ccc(Cl)cc2)cs1,-16%[57.4 µM],27%,-17%,19%,-7%,/,1%,14%,13%
O=C(NN1C(=O)c2ccccc2NC1c1ccc([N+](=O)[O-])o1)c1ccccc1 (stereo unspecified),-17%,5%,-17%,-3%,2%,2%,-15%,2%,?
CCc1ccc2[nH]c(=O)c(CN(CCO)C(=O)NCc3ccccc3)cc2c1,-4%,-16%,-9%,-17%,-14%,-23%,1%,15%,-13%
Cc1[nH]c2ccccc2c1C(=O)COc1ccccc1F,-9%,-2%,-11%,6%,3%,4%,2%,23%,15%[57.1 µM]
O=c1c(Sc2ccccc2)c(C(F)(F)F)[nH]n1-c1ccccc1,?,/,-16%,-21%,5%,-9%,-5%,18%,-2%
O=C(CSc1nccn1-c1cccc(Cl)c1)Nc1ccc2c(c1)OCCO2,3%[57.4 µM],-1%,?,-9%,-8%,8%,0%,?,6%

# Among those listed so far, three have a furan ring, fused or not:
SMILES,ALOX12 inh,GLS inh,JMJD2A Tudor inh,RGS4 inh,PGK inhibitor,ERG-DNA inh,Pin1 inhibitor,HP1b chromo inh,TrxR1 inh
COc1cccc2oc(-c3ccco3)cc(=O)c12,?,-11%,-8%,?,-18%,4%,1%,41%[activator],?
COc1ccccc1S(=O)(=O)Cc1ccc(C(=O)NCc2ccco2)o1,2%,2%,-19%,3%[11.4 µM],-1%,-8%,0%,32%,1%
O=C(NN1C(=O)c2ccccc2NC1c1ccc([N+](=O)[O-])o1)c1ccccc1 (stereo unspecified),-17%,5%,-17%,-3%,2%,2%,-15%,2%,?

# Part of the list above, with bars between the fields:
structure | ALOX12 inh | GLS inh | JMJD2A Tudor inh | RGS4 inh | PGK inhibitor | ERG-DNA inh | Pin1 inhibitor | HP1b chromo inh | TrxR1 inh
O=C(CSc1ccccn1)Nc1nonc1[N+](=O)[O-] | -5% | 1% | 2% | -10% | 1% | 0% | 0% | 30% | 22%
CC1CCCN(CC(=O)Nc2ccc(S(=O)(=O)NC3CCCCC3)cc2)C1 (stereo unspecified) | -6%[57.4 µM] | 3% | -15% | 2% | / | -3% | ? | 14% | 8%
